Screening results deposited in PubChem BioAssay by Fisher Drug Discovery Resource Center.
NPYLR7 agonist = agonists of mosquito NPYLR7 receptor, primary screen, cell-based, Aedes aegypti, calcium fluorescence, mosquito biting behavior | HEK293T NPYLR7/Galpha15, GCaMP6s calcium fluorescence | 270,000 compounds, 0.15% hits | activation, % at 10 µM; in the data active = activation above about 40%;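 note: 0% = vehicle and 100% = reference agonist at the receptor; some compounds past the cut are filed as inactive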
hcGAS inh = Primary biochemical luminescence assay for human cyclic GMP-AMP synthase inhibitors. Q8N884. recombinant h-cGAS, ATP depletion, Kinase-Glo luminescence. AID 1259398, 2018. 290,000 compounds, 0.081% hits. inhibition, % at 12.5 µM;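 note: 0% = vehicle reaction and 100% = reaction without DNA for no activity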
Target sequence (Q8N884 whole entry, looked up): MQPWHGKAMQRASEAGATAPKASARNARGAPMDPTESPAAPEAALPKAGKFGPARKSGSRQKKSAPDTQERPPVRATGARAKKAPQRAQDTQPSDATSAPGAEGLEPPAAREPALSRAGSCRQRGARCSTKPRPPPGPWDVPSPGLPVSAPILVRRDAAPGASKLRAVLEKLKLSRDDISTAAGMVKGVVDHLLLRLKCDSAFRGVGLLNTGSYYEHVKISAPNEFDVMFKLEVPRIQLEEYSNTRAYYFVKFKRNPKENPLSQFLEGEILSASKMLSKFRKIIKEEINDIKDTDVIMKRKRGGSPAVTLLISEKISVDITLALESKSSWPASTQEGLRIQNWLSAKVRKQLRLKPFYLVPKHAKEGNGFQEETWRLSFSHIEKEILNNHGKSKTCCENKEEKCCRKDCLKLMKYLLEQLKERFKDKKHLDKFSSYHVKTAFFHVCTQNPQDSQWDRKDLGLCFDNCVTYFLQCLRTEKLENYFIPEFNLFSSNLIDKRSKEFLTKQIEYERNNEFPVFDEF
mcGAS lum = cyclic GMP-AMP synthase inhibitors, mouse, primary biochemical chemiluminescence; recombinant cGAS, Kinase-Glo ATP depletion luminescence; inhibition, % at 12.5 µM; 160,000 compounds, 0.15% hits; AID 1259399, 2018;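 note: 0% = negative control wells and 100% = reference inhibitor with no enzyme activity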
Starred values were filed as active, the others as inactive; x = no result given. Cut-off read from the data, not from the text of the source, unless noted: active = inhibition above about 40%; inactive = the rest. The order is random; about 0.29% have a hit in one of these screens.

SMILES	NPYLR7 agonist	hcGAS inh	mcGAS lum
CCc1ccc(C2C(C#N)=C(C)NC3=C2C(=O)CC(c2ccc(Cl)cc2)C3)cc1 (stereo not given)	-2	-3	-5
Cc1ccccc1CCCNC(C)(C)C(=O)N(C)C	9	-9	x
Fc1ccc(CN2CCCC3(CCN(Cc4nc(-c5ccccc5)no4)C3)C2)cc1 (stereo not given)	0	-8	-10
Cc1ccccc1C(=O)N(CCc1ccccc1)CC(=O)Nc1cc(C(C)(C)C)nn1-c1ccccc1C	0	-2	-2
CS(=O)(=O)Oc1ccccc1CN(Cc1ccco1)C(=O)c1ccccc1Cl	-5	-4	-4

Profiles as entered above:
Cc1ccccc1CCCNC(C)(C)C(=O)N(C)C is listed as NPYLR7 agonist = 9; hcGAS inh = -9; mcGAS lum = x
Cc1ccccc1C(=O)N(CCc1ccccc1)CC(=O)Nc1cc(C(C)(C)C)nn1-c1ccccc1C is listed as NPYLR7 agonist = 0; hcGAS inh = -2; mcGAS lum = -2

Pulled by structure from above (2):
SMILES	NPYLR7 agonist	hcGAS inh	mcGAS lum
Fc1ccc(CN2CCCC3(CCN(Cc4nc(-c5ccccc5)no4)C3)C2)cc1 (stereo not given)	0	-8	-10
Cc1ccccc1CCCNC(C)(C)C(=O)N(C)C	9	-9	x
